BoNT-F LC inh – BoNT/F light chain protease inhibitors, primary screen, biochemical, flow cytometry, MLPCN library | AID 588497, 2011 | Multiplex microsphere protease cleavage assay | Botulinum neurotoxin type F light chain protease (Clostridium botulinum) | 360,000 compounds, 0.22% hits | inhibition, % at 10 µM; in the data active means inhibition above about 35%, passing the limit was not always enough; inconclusive means no clear call, values can overlap the other calls; further: plate controls were buffer without enzyme for full effect and enzyme alone for no effect
PrPC TRFRET – inhibitors of human cell surface prion protein PrPC, primary screen, cell-based, TR-FRET. Major prion protein (Homo sapiens), P04156. TR-FRET read-out. inhibition, % at 13.8 µM. 370,000 compounds, 0.43% hits. AID 720596, 2013; in the data active means inhibition above about 24%; further: 0% = median of the test wells and 100% = reference compound wells
Mtb FBA inh – Mtb FBA enzyme inhibitors, primary screen, biochemical, fluorescence, strain H37Rv; inhibition, % at 1 µM; 360,000 compounds, 2.3% hits; purified M. tuberculosis FBA, fluorescence read-out; in the data active means inhibition above about 27%;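 further: 0% = vehicle and 100% = reference inhibitor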
BioA inh – M. tuberculosis BioA enzyme inhibitors, primary screen, biochemical, plate reader, single point, HTS; purified M. tuberculosis BioA enzyme; inhibition, % at 9.99 µM; 360,000 compounds, 0.096% hits; AID 602481, 2012; in the data active means inhibition above about 40%; inconclusive means no clear call, values can overlap the other calls
Rv3671c inh – Rv3671c serine protease inhibitors, primary screen, biochemical, fluorescence polarization, M. tuberculosis H37Rv; P9WHR9; inhibition, % at 5.96 µM; 320,000 compounds, 0.048% hits; in the data active means inhibition above about 38%;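 further: extracellular domain of Rv3671c used as enzyme; 0% = enzyme with DMSO and 100% = no enzyme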
Target sequence (P9WHR9 whole entry, looked up, the tested form may be a part): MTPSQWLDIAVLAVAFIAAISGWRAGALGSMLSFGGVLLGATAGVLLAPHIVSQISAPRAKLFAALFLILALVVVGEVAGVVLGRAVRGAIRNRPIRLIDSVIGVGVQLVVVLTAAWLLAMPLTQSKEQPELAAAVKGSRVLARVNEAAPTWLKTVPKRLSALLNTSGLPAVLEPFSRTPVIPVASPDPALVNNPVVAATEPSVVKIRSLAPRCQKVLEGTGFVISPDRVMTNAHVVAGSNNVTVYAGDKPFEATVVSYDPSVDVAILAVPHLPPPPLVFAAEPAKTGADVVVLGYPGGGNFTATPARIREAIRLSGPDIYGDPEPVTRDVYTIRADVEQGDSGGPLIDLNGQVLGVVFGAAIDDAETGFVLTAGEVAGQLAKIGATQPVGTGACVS
FadD28 FP inh – inhibitors of FadD28 bisubstrate probe binding, primary screen, biochemical, fluorescence polarization, single point. Mycobacterium tuberculosis FadD28 fatty-acid-AMP ligase. inhibition, % at 12.5 µM. 360,000 compounds, 0.22% hits; in the data active means inhibition above about 8.5%, passing the limit was not always enough; inconclusive means no clear call, values can overlap the other calls
MazF activator – activators of E. coli MazEF toxin-antitoxin RNase, primary screen, biochemical, fluorescence, uHTS. 350,000 compounds, 0.32% hits. activation, % at 20 µM. Endoribonuclease toxin MazF (Escherichia coli (strain K12)), P0AE70. FAM/BHQ RNA-DNA oligo cleavage fluorescence, 5 h; in the data active means activation above about 50%
Target sequence (P0AE70 whole entry, looked up): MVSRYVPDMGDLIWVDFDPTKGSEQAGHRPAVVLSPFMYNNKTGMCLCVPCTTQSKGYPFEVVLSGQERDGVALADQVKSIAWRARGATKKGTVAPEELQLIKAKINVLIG
GDH-TPI counter – GDH-TPI coupling enzyme inhibitors, primary screen, artefact control for M. tuberculosis FBA inhibitor project, biochemical, absorbance, full deck. GDH-TPI coupled enzyme counterscreen, NADH absorbance. inhibition, % at 4.8 µM. 360,000 compounds, 1.2% hits. AID 588335, 2011; in the data active means inhibition above about 30%;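 further: 0% = DMSO wells and 100% = wells lacking the enzyme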
UGM FP inh – M. tuberculosis UGM enzyme inhibitors, primary screen, biochemical, fluorescence polarization, single point; 320,000 compounds, 0.06% hits; purified UGM, fluorescence polarization probe displacement; AID 504406, 2011; UDP-galactopyranose mutase (Mycobacterium tuberculosis (strain ATCC 25618 / H37Rv)), …; inhibition, % at 10 µM; in the data active means inhibition above about 10%, passing the limit was not always enough; inconclusive means no clear call, values can overlap the other calls
Target sequence (P9WIQ1 whole entry, looked up): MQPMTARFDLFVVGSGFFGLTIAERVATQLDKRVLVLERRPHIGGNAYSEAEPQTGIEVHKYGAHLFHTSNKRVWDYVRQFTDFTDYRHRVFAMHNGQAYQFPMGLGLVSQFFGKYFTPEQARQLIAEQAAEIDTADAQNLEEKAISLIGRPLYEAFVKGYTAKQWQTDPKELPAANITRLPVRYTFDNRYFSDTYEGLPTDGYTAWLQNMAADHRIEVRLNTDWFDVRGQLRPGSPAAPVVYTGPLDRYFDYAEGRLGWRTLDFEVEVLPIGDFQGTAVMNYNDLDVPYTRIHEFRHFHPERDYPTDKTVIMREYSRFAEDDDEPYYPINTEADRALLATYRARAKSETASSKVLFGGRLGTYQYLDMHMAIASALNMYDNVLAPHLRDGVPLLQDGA
Starred values were filed as active, the others as inactive.

What do the screens show for `Cc1ccc(C(=O)N/C(=C\c2ccc(C)o2)C(=O)O)cc1`?
BoNT-F LC inh: -3; PrPC TRFRET: 5; Mtb FBA inh: 3; BioA inh: -1.1; Rv3671c inh: -4; FadD28 FP inh: -4.2; MazF activator: 3; GDH-TPI counter: 26; UGM FP inh: -1.3

Results for CSc1ccc(S(=O)(=O)N2CCC(C(=O)N3CCOCC3)CC2)cc1 ?
BoNT-F LC inh: 4; PrPC TRFRET: -2; Mtb FBA inh: 2; BioA inh: 1.5; Rv3671c inh: 3; FadD28 FP inh: -2.0; MazF activator: 0; GDH-TPI counter: -3; UGM FP inh: 2.6

What do the screens show for `COc1ccc(C(=O)COC(=O)CN2C(=O)C3C4C=CC(C5CC45)C3C2=O)cc1` (stereo unspecified)?
BoNT-F LC inh: 0; PrPC TRFRET: -1; Mtb FBA inh: 2; Rv3671c inh: -4; FadD28 FP inh: -5.2; MazF activator: 6; GDH-TPI counter: -4; UGM FP inh: -0.3

What do the screens show for `O=[N+]([O-])c1cc([N+](=O)[O-])c(Oc2cncc(Cl)c2)cc1NN1CCCCC1`?
BoNT-F LC inh: 0; PrPC TRFRET: 2; Mtb FBA inh: 4; BioA inh: 0.0; Rv3671c inh: 0; FadD28 FP inh: 0.7; MazF activator: 7; GDH-TPI counter: 4; UGM FP inh: 1.3

What do the screens show for `O=C(C1CCN(S(=O)(=O)N2CCOCC2)CC1)N1CCOCC1`?
BoNT-F LC inh: 1; PrPC TRFRET: 6; Mtb FBA inh: 1; BioA inh: -0.2; Rv3671c inh: 7; FadD28 FP inh: -2.3; MazF activator: -7; GDH-TPI counter: -5; UGM FP inh: 4.0

How did COc1ccc(CNC(=O)CSc2nnnn2C)cc1OC do in these assays?
BoNT-F LC inh: -8; PrPC TRFRET: 6; Mtb FBA inh: -3; Rv3671c inh: 9; FadD28 FP inh: -3.5; MazF activator: 0; GDH-TPI counter: -4; UGM FP inh: 1.3

Results for Cc1cccn2cc(-c3ccc(NC(=O)Cc4ccccc4)cc3)nc12 ?
BoNT-F LC inh: -8; PrPC TRFRET: 7; Mtb FBA inh: 10; BioA inh: -2.0; Rv3671c inh: 1; FadD28 FP inh: -3.3; MazF activator: 2; GDH-TPI counter: -2; UGM FP inh: -1.2

What do the screens show for `COc1ccc(NC(=O)c2cc3ccccc3oc2=O)c(OC)c1`?
BoNT-F LC inh: -23; PrPC TRFRET: 0; Mtb FBA inh: 1; BioA inh: -0.6; Rv3671c inh: -2; FadD28 FP inh: -2.6; MazF activator: 30; GDH-TPI counter: 6; UGM FP inh: 4.2

Results for Cc1ccc(CS(=O)(=O)CCC(=O)N2CCC3(CC2)OCCO3)cc1 ?
BoNT-F LC inh: -9; PrPC TRFRET: 9; Mtb FBA inh: -1; BioA inh: -4.7; Rv3671c inh: 5; FadD28 FP inh: 0.2; MazF activator: 6; GDH-TPI counter: 15; UGM FP inh: 5.4

How did O=C(CN1C(=O)c2ccc([N+](=O)[O-])cc2C1=O)Nc1ccccc1N1CCCC1 do in these assays?
BoNT-F LC inh: -7; PrPC TRFRET: -7; Mtb FBA inh: -1; BioA inh: -7.0; Rv3671c inh: -3; FadD28 FP inh: -1.8; MazF activator: 8; GDH-TPI counter: 6; UGM FP inh: 0.4

Reprinted from the part before: three entries, then new ones.
What do the screens show for `COc1ccc(NC(=O)c2cc3ccccc3oc2=O)c(OC)c1`?
BoNT-F LC inh: -23; PrPC TRFRET: 0; Mtb FBA inh: 1; BioA inh: -0.6; Rv3671c inh: -2; FadD28 FP inh: -2.6; MazF activator: 30; GDH-TPI counter: 6; UGM FP inh: 4.2

Results for Cc1ccc(CS(=O)(=O)CCC(=O)N2CCC3(CC2)OCCO3)cc1 ?
BoNT-F LC inh: -9; PrPC TRFRET: 9; Mtb FBA inh: -1; BioA inh: -4.7; Rv3671c inh: 5; FadD28 FP inh: 0.2; MazF activator: 6; GDH-TPI counter: 15; UGM FP inh: 5.4

How did O=C(CN1C(=O)c2ccc([N+](=O)[O-])cc2C1=O)Nc1ccccc1N1CCCC1 do in these assays?
BoNT-F LC inh: -7; PrPC TRFRET: -7; Mtb FBA inh: -1; BioA inh: -7.0; Rv3671c inh: -3; FadD28 FP inh: -1.8; MazF activator: 8; GDH-TPI counter: 6; UGM FP inh: 0.4

Results for O=C(NC1=NCCS1)c1cccc(S(=O)(=O)N2CCOCC2)c1 ?
BoNT-F LC inh: 8; PrPC TRFRET: 5; Mtb FBA inh: 0; BioA inh: -0.3; Rv3671c inh: 0; FadD28 FP inh: -0.4; MazF activator: 3; GDH-TPI counter: 0; UGM FP inh: -3.4

Results for CCn1nc(C(=O)Nc2nc3ccccc3[nH]2)c2ccccc2c1=O ?
BoNT-F LC inh: -1; PrPC TRFRET: -3; Mtb FBA inh: -3; Rv3671c inh: -4; FadD28 FP inh: -1.3; MazF activator: -6; GDH-TPI counter: 12; UGM FP inh: -0.5

How did Cc1cc(C(=O)N2CCN(CCc3ccccc3)CC2)no1 do in these assays?
BoNT-F LC inh: 7; PrPC TRFRET: -2; Mtb FBA inh: 1; BioA inh: 16; Rv3671c inh: 6; FadD28 FP inh: -0.4; MazF activator: 9; GDH-TPI counter: 5; UGM FP inh: 0.6

How did O=C(CCc1ccccc1)N1CCCC1 do in these assays?
BoNT-F LC inh: inconclusive; PrPC TRFRET: 5; Mtb FBA inh: 0; BioA inh: -0.6; Rv3671c inh: 4; FadD28 FP inh: -3.4; MazF activator: 6; GDH-TPI counter: 14; UGM FP inh: -1.2

What do the screens show for `CC(CCC(=O)O)C1CCC2C3CCC4C[C@H](O)CCC4(C)C3CC(=O)C12C` (stereo partly specified)?
BoNT-F LC inh: 3; PrPC TRFRET: 2; Mtb FBA inh: 7; BioA inh: -2.9; Rv3671c inh: -8; FadD28 FP inh: 1.2; MazF activator: -11; GDH-TPI counter: 19; UGM FP inh: 1.8

How did CC(Cc1ccccc1)C(=O)NCc1ccccn1 (stereo unspecified) do in these assays?
BoNT-F LC inh: -12; PrPC TRFRET: 2; Mtb FBA inh: -1; BioA inh: -1.2; Rv3671c inh: -9; FadD28 FP inh: -3.7; MazF activator: -1; GDH-TPI counter: 11; UGM FP inh: -0.4

What do the screens show for `O=C(COC(=O)c1ccc(Br)o1)NCCNC(=O)COC(=O)c1ccc(Br)o1`?
BoNT-F LC inh: -6; PrPC TRFRET: -2; Mtb FBA inh: -2; BioA inh: 0.7; Rv3671c inh: 6; FadD28 FP inh: 0.3; MazF activator: -4; GDH-TPI counter: -7; UGM FP inh: -0.1

How did CCSc1ccccc1C(=O)Nc1ccc([N+](=O)[O-])cc1OC do in these assays?
BoNT-F LC inh: 2; PrPC TRFRET: -10; Mtb FBA inh: 4; Rv3671c inh: -5; FadD28 FP inh: -2.4; MazF activator: 6; GDH-TPI counter: 10; UGM FP inh: 3.4

What do the screens show for `CCSC1=NCCN1S(=O)(=O)c1ccc(Cl)cc1`?
BoNT-F LC inh: -7; PrPC TRFRET: -5; Mtb FBA inh: -5; Rv3671c inh: -16; FadD28 FP inh: -2.0; MazF activator: -2; GDH-TPI counter: -4; UGM FP inh: 0.7

Results for CCc1ccc(CN2CC(C(=O)O)CC2=O)cc1 (stereo unspecified) ?
BoNT-F LC inh: -6; PrPC TRFRET: -3; Mtb FBA inh: -2; BioA inh: -3.6; Rv3671c inh: -3; FadD28 FP inh: -0.4; MazF activator: 3; GDH-TPI counter: 11; UGM FP inh: -2.9

Two compounds drawn at random from those above:
How did CC(Cc1ccccc1)C(=O)NCc1ccccn1 (stereo unspecified) do in these assays?
BoNT-F LC inh: -12; PrPC TRFRET: 2; Mtb FBA inh: -1; BioA inh: -1.2; Rv3671c inh: -9; FadD28 FP inh: -3.7; MazF activator: -1; GDH-TPI counter: 11; UGM FP inh: -0.4

What do the screens show for `COc1ccc(NC(=O)c2cc3ccccc3oc2=O)c(OC)c1`?
BoNT-F LC inh: -23; PrPC TRFRET: 0; Mtb FBA inh: 1; BioA inh: -0.6; Rv3671c inh: -2; FadD28 FP inh: -2.6; MazF activator: 30; GDH-TPI counter: 6; UGM FP inh: 4.2

Following part
Results for Cc1ccc(COc2ccccc2C(=S)N2CCCC2)cc1 ?
BoNT-F LC inh: -4; PrPC TRFRET: 6; Mtb FBA inh: -1; BioA inh: -0.8; Rv3671c inh: -1; FadD28 FP inh: -4.8; MazF activator: 3; GDH-TPI counter: 4; UGM FP inh: -5.2

What do the screens show for `Cc1ccc(NC(=O)c2c(C)nn(-c3ccccc3)c2Cl)cc1`?
BoNT-F LC inh: 6; PrPC TRFRET: 14; Mtb FBA inh: 0; BioA inh: -3.4; Rv3671c inh: -8; FadD28 FP inh: -2.0; MazF activator: -7; GDH-TPI counter: 1; UGM FP inh: 2.2

How did Cc1cccc(-n2c(/C=C/c3ccc([N+](=O)[O-])o3)nc3ccccc3c2=O)c1 do in these assays?
BoNT-F LC inh: 5; PrPC TRFRET: -6; Mtb FBA inh: 1; BioA inh: -2.5; Rv3671c inh: -8; FadD28 FP inh: 0.2; MazF activator: 90*; GDH-TPI counter: 1

How did CC1CCCCC12NC(=O)N(CC(=O)N(C)Cc1nc3ccccc3c(=O)[nH]1)C2=O (stereo unspecified) do in these assays?
BoNT-F LC inh: -8; PrPC TRFRET: -5; Mtb FBA inh: 0; BioA inh: -1.9; Rv3671c inh: 5; FadD28 FP inh: -1.1; MazF activator: 2; GDH-TPI counter: -13; UGM FP inh: 1.7

What do the screens show for `Cc1nn(C)c(C)c1CNC(=O)c1cc2n(n1)C(C(F)(F)F)CC(c1cccs1)N2` (stereo unspecified)?
BoNT-F LC inh: -3; PrPC TRFRET: 9; Mtb FBA inh: 2; Rv3671c inh: -2; FadD28 FP inh: -2.1; MazF activator: 0; GDH-TPI counter: 11; UGM FP inh: 1.5

Results for Cc1ccc(S(=O)(=O)Nn2cnnc2)cc1 ?
BoNT-F LC inh: -7; PrPC TRFRET: 4; Mtb FBA inh: 1; Rv3671c inh: 17; FadD28 FP inh: -3.5; MazF activator: -3; GDH-TPI counter: 1; UGM FP inh: -1.9

How did Cc1ccc(CNC(=O)CCS(=O)(=O)c2ccc(C)cc2)cc1 do in these assays?
BoNT-F LC inh: -7; PrPC TRFRET: 8; Mtb FBA inh: 2; BioA inh: -1.3; Rv3671c inh: -4; FadD28 FP inh: -0.2; MazF activator: 3; GDH-TPI counter: 2; UGM FP inh: 0.3

Results for COc1ccc(C(=O)NNC(=O)C(=O)N2CCCCC2)cc1OC ?
BoNT-F LC inh: -4; PrPC TRFRET: -4; Mtb FBA inh: 1; BioA inh: -1.2; Rv3671c inh: 7; FadD28 FP inh: inconclusive; MazF activator: 4; GDH-TPI counter: 4; UGM FP inh: 1.7

What do the screens show for `O=C(COC(=O)COc1ccc(Cl)cc1)NCCNC(=O)COC(=O)COc1ccc(Cl)cc1`?
BoNT-F LC inh: 9; PrPC TRFRET: 4; Mtb FBA inh: -1; BioA inh: -0.5; Rv3671c inh: 2; FadD28 FP inh: -4.6; MazF activator: -5; GDH-TPI counter: -9

Results for CCOc1ccc(S(=O)(=O)c2c(C(=O)c3ccc(C)cc3)cnc3cc4c(cc23)OCCO4)cc1 ?
BoNT-F LC inh: 0; PrPC TRFRET: -5; Mtb FBA inh: -2; BioA inh: 2.4; Rv3671c inh: -8; FadD28 FP inh: -0.3; MazF activator: 0; GDH-TPI counter: 13; UGM FP inh: 0.2

What do the screens show for `CC(=O)c1cccc2c1OC(C)C(=O)N2Cc1ccc(Cl)cc1` (stereo unspecified)?
BoNT-F LC inh: -2; PrPC TRFRET: 9; Mtb FBA inh: 1; BioA inh: 1.1; FadD28 FP inh: -2.3; GDH-TPI counter: 7

Compounds were not picked by outcome; 4.8% or so of the library scored in one or more.
